PI5P4Ka inh – blocks human PI5P4K alpha kinase activity | PI5P4Kalpha enzyme, ADP-Glo luminescence, 60 min; active compounds read low | max response, % | 330,000 compounds, 1.2% hits | AID 652105 | P48426; active = max response of -50% or lower; inconclusive = between -30% and -50%; inactive = -30% or higher; note: value at the top dose of about 77 µM; % is set by controls: 0 for no effect and ±100 for the full control effect
Target sequence (P48426 whole entry, looked up): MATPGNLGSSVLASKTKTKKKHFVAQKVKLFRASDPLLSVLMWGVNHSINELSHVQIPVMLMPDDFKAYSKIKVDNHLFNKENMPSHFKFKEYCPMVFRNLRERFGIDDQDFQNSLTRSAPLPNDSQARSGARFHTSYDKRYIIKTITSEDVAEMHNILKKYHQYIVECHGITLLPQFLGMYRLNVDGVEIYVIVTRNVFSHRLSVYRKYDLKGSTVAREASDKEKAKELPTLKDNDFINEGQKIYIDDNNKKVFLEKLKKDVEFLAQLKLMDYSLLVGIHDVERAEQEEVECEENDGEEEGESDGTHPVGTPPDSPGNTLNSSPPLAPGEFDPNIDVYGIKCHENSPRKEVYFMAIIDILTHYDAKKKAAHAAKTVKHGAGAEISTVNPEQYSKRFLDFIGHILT
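Controls without substrate or without enzyme flank wells where PI5P4Kalpha converts substrate using 5 microM ATP (final). Incubation lasts 60 minutes at room temperature; ADP formed is read by ADP-Glo luminescence.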
WRN inhibitor – blocks human WRN helicase; Potency, µM (series often up to 114 µM), without a hit: top-dose activity change, negative = inhibition, actives largely listed as inhibitors; 360,000 compounds, 0.46% hits; WRN helicase unwinding, fluorescent forked duplex, kinetic; note: potency is the fitted concentration of half-maximal effect; % is set by controls: 0 for no effect and ±100 for the full control effect; nearly all actives have a fitted effect of over 55% in size
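Primary qHTS, 1536-well format. 20 nM WRN + compound, 15 min RT; start with 100 nM forked fluorophore/quencher duplex, 2 mM ATP (final); kinetic read ex 525/em 598 nm.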
Abeta rescue – restores growth of yeast expressing A-beta42 peptide | Potency, µM (series often up to 46.1 µM), without a hit: at the highest dose growth rescue, most hits filed as activators | yeast expressing A-beta42, growth rescue, OD600, 48 h; response scale: 0% DMSO, 100% iron-clioquinol control | 410,000 compounds, 0.063% hits; note: potency is the fitted concentration of half-maximal effect; nearly all actives have a fitted effect of over 55% in size
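Growth rescue measured by 600 nm absorbance after 48 h yeast culture at 30 C with compound. Values normalized between DMSO and an equimolar ferric chloride plus clioquinol control.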
PLK1 PBD block – PLK1 (human) polo-box domain binding inhibition; P53350; Plk1 PBD binding of FITC phosphopeptide, fluorescence polarization; Potency, µM, for inactives: max response, negative = inhibition, most hits filed as inhibitors; 360,000 compounds, 2.8% hits; AID 720504; note: potency is the fitted concentration of half-maximal effect; series mostly up to about 57 µM; % is set by controls: 0 for no effect and ±100 for the full control effect; nearly all actives have a fitted effect of over 65% in size
Target sequence (P53350 whole entry, looked up, the tested form may be a part): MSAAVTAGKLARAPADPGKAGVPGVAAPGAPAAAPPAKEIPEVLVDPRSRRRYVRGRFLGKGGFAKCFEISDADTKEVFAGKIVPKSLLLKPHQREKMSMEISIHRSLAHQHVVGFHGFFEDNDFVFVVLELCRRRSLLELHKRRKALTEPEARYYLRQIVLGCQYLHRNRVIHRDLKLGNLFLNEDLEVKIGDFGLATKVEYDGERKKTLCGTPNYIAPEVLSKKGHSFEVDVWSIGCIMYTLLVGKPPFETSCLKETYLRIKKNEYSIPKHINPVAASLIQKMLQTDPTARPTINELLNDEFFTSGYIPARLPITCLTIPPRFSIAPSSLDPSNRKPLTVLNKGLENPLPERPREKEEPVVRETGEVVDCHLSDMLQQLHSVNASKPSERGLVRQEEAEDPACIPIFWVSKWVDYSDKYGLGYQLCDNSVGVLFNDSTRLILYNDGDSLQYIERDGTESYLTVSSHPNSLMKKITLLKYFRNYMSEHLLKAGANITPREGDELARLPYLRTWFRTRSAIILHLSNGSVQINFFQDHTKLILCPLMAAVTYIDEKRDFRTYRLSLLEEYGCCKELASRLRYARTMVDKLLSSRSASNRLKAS
EPAC1 ag – EPAC1 (human) agonism | Potency, µM (doses to about 154 µM), inactives show at the top dose activation, hits mostly activators | EPAC1 agonist qHTS, biochemical assay; response scale: 100% = response to 6.5 mM cAMP | 360,000 compounds, 0.073% hits; note: potency is the fitted concentration of half-maximal effect; nearly all actives have a fitted effect of over 60% in size
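Read-out is the fluorescence drop as BODIPY-GDP leaves Rap1B (480 nm excitation, 540 nm emission), recorded every 5 minutes over 30 minutes. Reactions held 100 nM EPAC1, 250 nM Rap1B–BODIPY-GDP and 50 uM GDP, with 6.5 mM cAMP setting full activation.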
EPAC1 antag – blocks human EPAC1 exchange factor | O95398 | EPAC1 GEF assay, Rap1b-BODIPY-GDP exchange fluorescence | Potency, µM (highest dose often 115 µM), for inactives: at the highest dose activity change, negative = inhibition, most hits filed as inhibitors | 360,000 compounds, 0.14% hits | AID 720709;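 note: potency is the fitted concentration of half-maximal effect; plate controls were vehicle for no effect and positive control for full effect; nearly all actives have a fitted effect of over 50% in size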
FUS suppressor – suppressors of FUS proteinopathy in yeast; S. cerevisiae FUS-expressing, growth rescue, OD600, 24 h; Potency, µM (titrated, usually from 76.6 µM), for the others: at the highest dose growth rescue (activation), actives largely listed as activators; 390,000 compounds, 0.24% hits; AID 1347120;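 note: potency is the fitted concentration of half-maximal effect; plate controls were DMSO vehicle for no effect and reference control for full effect; nearly all actives have a fitted effect of over 55% in size; some results filed as inactive show a strong effect at the top dose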
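Compound concentration series was pinned onto galactose-induced FUS-expressing yeast seeded at OD 0.005. Plates sat 24hr at 30C; absorbance at 600 nm gave growth. DMSO served as background control.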
IL-2 act – activators of IL-2 | IL-2 activation reporter assay, cell-based qHTS; stimulated with anti-CD3/CD4/CD28 beads; in transgenic mouse T cells | activation, % (series mostly up to about 46 µM) | 360,000 compounds, 0.065% hits | AID 652025; in the data active = activation above about 50%; inconclusive = mostly about 30% to 49%; note: 0% is about no effect
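Unstimulated transgenic mouse T cells, 750 per well, received compound and, after 60 minutes, anti-CD3/anti-CD4 bead plus anti-CD28 stimulation. EGFP and DsRed were quantified after 18 hours.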
* = called active by the depositor; ? = inconclusive; nt = not tested or not shown; & = joins results of further samples; [ ] = dose if it differs, or a comment. Unless noted, calls come from the whole dose curve; as a rule, active = well fitted curve in the direction sought with a large enough effect; inconclusive = small, poorly fitted or top-dose-only effect, or another doubt; inactive = no such curve, though single readings can be large; an effect the other way counts as inactive or inconclusive.

SMILES	PI5P4Ka inh	WRN inhibitor	Abeta rescue	PLK1 PBD block	EPAC1 ag	EPAC1 antag	FUS suppressor	IL-2 act
CN(C)/C=C/C(=O)c1ccccc1OCc1cnc(Cl)s1	-2	-14%	-80%[inhibitor]	-2%	3%	-23%	?	1.5
Cc1cc(C(=O)Nc2c(C)nn(Cc3ccc(Cl)cc3)c2C)no1	2	-10%	nt	-2%	-5%	-11%	-17%	-0.1
CC(C)Cc1nc(SCC(=O)NCC2CCCO2)c2c(=O)n(C)c(=O)n(C)c2n1 (stereo unspecified)	-1	3%	3%	-7%	10%	18%	-8%	-3.7
O=C(N1CCCC1)C12CC3CCC(CC(C3)C1)C2	-2	3%	-10%	3%	0%	-6%	1%	-0.2
CC(NC(=O)c1ccc(-c2ccccc2)cc1)C(c1ccccc1)N1CCOCC1 (stereo unspecified)	-1	-13%	-2%	8%	10%	-10%	4%	-0.1
COc1cccc(/C=N/Nc2snc(SC)c2C#N)c1O	-6	50µM*	-10%	-29%	-8%	-13%	nt	-0.7
CCc1ccc(NC(=O)CSc2nc3[nH]ncc3c(=O)[nH]2)cc1	-2	-3%	-8%	0%	-1%	7%	10%	2.7
COc1cc(NC(=O)CNC(=O)Cn2ccc3ccccc3c2=O)cc(OC)c1OC	0	6%	-1%&-13%	-7%	-4%	13%	27%&-5%	0.2
COc1ccc(NC(=O)C2(C)Cc3c(-c4cccc(NC(C)=O)c4)ccnc3O2)cc1OC (stereo unspecified)	-2	-9%	-13%	-12%	5%	?	37%	-0.5
CCc1nc(SCC(=O)N2CCc3ccccc32)c2oc3ccccc3c2n1	-3	4%	nt	9%	-3%	-7%	8%	1.0
CCN(CC)C(=O)c1ccc2nc(-c3ccccc3)c(-c3ccccc3)nc2c1	-1	-8%	-24%	-23%	15%	?	nt	-0.7
CCN(CC)c1ccc2c(C)c(CO)c(=O)oc2c1	1	12%	-6%	3%	-8%	1%	15%	-0.7
OC(C#CCN1CCCCC1)(c1ccccc1)c1ccccc1	0	12%	6%	-5%	-4%	-2%	-8%	-3.5
O=C1NC(c2cccs2)Nc2sc3c(c21)CCCC3 (stereo unspecified)	-28	-24%	7%	?	8%	-8%	29%	0.0
COc1ccccc1OC(=O)c1cc(Cl)nc2ccccc12	nt	0%	-3%	-8%	13%	-1%	4%	-0.8
COc1ccc(F)c(CN(C)CC2CCCN(CCc3ccc(F)cc3)C2)c1 (stereo unspecified)	2	3%	0%	0%	-9%	-6%	-3%	0.6
COc1ccccc1NC(=O)NCCN1C(=O)C2C3C=CC(C3)C2C1=O (stereo unspecified)	-1	2%	3%	-3%	-9%	-2%	-20%	-3.1
CC(O)[C@H]1CN=C(N)N1CCc1cc(C(F)(F)F)cc(C(F)(F)F)c1 (stereo partly specified)	4	-6%	3%	3%	-2%	-20%	-14%	0.4
O=C1CN(C(=O)CNC(=O)c2cccc(Cl)c2)c2ccccc2N1	0	6%	2%	4%	4%	-18%	-11%	-2.2
COc1ccc(NC(=O)Cn2cnc3c(cnn3-c3ccc(C)c(C)c3)c2=O)c(OC)c1	4	-4%	20%	0%	-7%	4%	7%	0.0
COc1ccc(S(=O)(=O)NCc2ccc(C(=O)O)cc2)cc1	nt	1%	15%	0%	-1%	8%	-6%	-1.3
CCc1cccc(C)c1NC(=O)C1CCCO1 (stereo unspecified)	-9	4%	-5%	-6%	0%	-13%	-12%	0.2
O=C1NCCCC1C(=O)N/N=C/c1cccc(O)c1 (stereo unspecified)	1	9%	-13%	-3%	-6%	25%	-17%	-1.0
CCOC(=O)C1(Cc2ccccc2)CCN(C2Cc3ccccc3C2)CC1	1	-3%	17%	2%	-1%	-3%	29%	-2.1
COc1cccc(C(O)c2nc(-c3ccccc3C)cs2)c1 (stereo unspecified)	7	-4%	28%	-2%	-5%	-7%	10%	-0.1
The list goes on.
SMILES	PI5P4Ka inh	WRN inhibitor	Abeta rescue	PLK1 PBD block	EPAC1 ag	EPAC1 antag	FUS suppressor	IL-2 act
CCc1ccccc1N(CC(=O)N1CCN(c2ccc(F)cc2)CC1)S(C)(=O)=O	nt	0%[57.1 µM]	4%	-2%	-1%	13%	26%	-2.1
OC(C#CCN1CCOCC1)(c1ccccc1)C1CCCCC1 (stereo unspecified)	5	-33%[57.1 µM]	-2%	-12%	-13%	3%	1%	-1.1
COc1cccc(C(C(=O)NC2CCCC2)N(C(=O)c2ccco2)c2cccc(C(C)=O)c2)c1OC (stereo unspecified)	5	11%	-16%	-11%	10%	18%	31%	-1.9
COc1ccc(S(=O)(=O)N2CCCCC2)cc1NC(=O)[C@@H]1CCCN1C(=O)c1cccs1	5	-2%	-7%	-8%	4%	-16%	nt	-0.2
C[C@H](NC(=O)c1[nH]cnc1C(=O)Nc1ccc(Cl)cc1)C(=O)OC(C)(C)C	-4	2%	11%	-9%	6%	-3%	19%	0.4
COc1ccccc1CN(Cc1nc2ccccc2c(=O)[nH]1)S(=O)(=O)c1ccc2ccccc2c1	nt	-8%	17%	1%	15%	-9%	3%	-2.3
COc1ccccc1CN1CC(C(=O)NCC2(O)CCCCC2)CCC1=O (stereo unspecified)	4	11%	-5%	-3%	3%	3%	-11%	-1.3
Cc1onc(-c2c(Cl)cccc2Cl)c1C(=O)NCCN1CCOCC1	nt	6%	0%	-7%	-3%	19%	10%	1.4
Brc1ccc(N=Nc2ccc3ccccc3n2)cc1	3	-3%	-19%	-3%	1%	15%	-19%	4.7
CC(=O)Nc1cccc(Oc2cnc3ccccc3n2)c1	-5	9%	-14%	-6%	5%	7%	16%	0.5
CCCCNc1nc(CC)c2c(c1C#N)CCCC2	-4	2%	-8%	-7%	5%	8%	-23%	0.3
O=[N+]([O-])c1cc(S(=O)(=O)Nc2ccccc2)ccc1N1CCN(c2ccccc2)CC1	14	-11%	36%	-8%	22%	-14%	11%	-0.8
O=C(Nc1ccc(CN2CCOCC2)cc1)c1ccco1	0	4%	-10%	0%	0%	0%	-16%	-2.6
COc1ccc(/C=C(\NC(=O)c2ccco2)C(=O)NC(Cc2ccccc2)C(=O)O)cc1 (stereo unspecified)	1	-2%	0%	-7%	3%	10%	-8%	0.4
CCOC(=O)C(C)Oc1cccc2c(=O)n(CC(=O)N3CCc4ccccc43)ccc12 (stereo unspecified)	1	-6%	3%	6%	-4%	-11%	4%	-0.3
Cc1ccc(-c2nn(-c3ccccc3)cc2C2SCC(=O)N2Cc2ccccc2)o1 (stereo unspecified)	4	-10%	2%	-29%	5%	-7%	43%	-2.5
Cc1ccc(-n2c(SCC(=O)Nc3ccc(Cl)cc3)nc(O)cc2=O)cc1	-23	-2%	18%	-13%	5%	-5%	23%	-1.4
Cc1cccc2sc(NC(=O)[C@@H]3CCCN3C(=O)c3cccs3)nc12	4	2%	0%	2%	9%	10%	nt	-1.4
CCC1Oc2ccccc2N(CC(=O)NCCC2=CCCCC2)C1=O (stereo unspecified)	nt	-2%	20%	-2%	-3%	8%	24%	-1.2
COc1cccc(NC(=O)CN2CCC(NC(=O)c3ccccc3C)CC2)c1	-1	16%	8%	-3%	-7%	-15%	-11%	-1.7
CC(=O)NC1=NN(C(C)=O)C(C)(c2ccc3ccccc3c2)S1 (stereo unspecified)	-6	5%	1%	1%	-4%	6%	nt	0.1
CCOC(=O)CCc1c(C)nc2ncnn2c1C	2	4%	-14%	3%	-3%	10%	23%	-0.9
CCCCn1c(O)c(N=NC(=O)c2ccco2)c2ccccc21	-15	-27%	-24%	19µM*	-4%	1%	nt	0.0
Cc1ccccc1-c1cc(C(=O)NCc2ccco2)n(CC2CC(c3cccnc3)=NO2)n1 (stereo unspecified)	-30	-1%	5%	-20%	-5%	-4%	15%	0.3
COc1ccc(C(c2nnnn2C2CCCC2)N2CCc3ccccc3C2)cc1OC (stereo unspecified)	5	-7%	-7%	0%	16%	6%	40%	8.0

Some of these compounds in order of the EPAC1 antag value, low to high:
SMILES	EPAC1 antag
O=[N+]([O-])c1cc(S(=O)(=O)Nc2ccccc2)ccc1N1CCN(c2ccccc2)CC1	-14%
OC(C#CCN1CCCCC1)(c1ccccc1)c1ccccc1	-2%
CC(=O)NC1=NN(C(C)=O)C(C)(c2ccc3ccccc3c2)S1 (stereo unspecified)	6%
COc1cccc(C(C(=O)NC2CCCC2)N(C(=O)c2ccco2)c2cccc(C(C)=O)c2)c1OC (stereo unspecified)	18%

(listing goes on)
SMILES	PI5P4Ka inh	WRN inhibitor	Abeta rescue	PLK1 PBD block	EPAC1 ag	EPAC1 antag	FUS suppressor	IL-2 act
Cc1ccc(-c2noc(CN(C(=O)CCN3C(=O)c4ccccc4C3=O)C(C)C)n2)cc1	nt	-6%	6%	-11%	4%	-5%	41%	-2.7
NC(Cc1ccc(Cl)cc1)c1csc(Nc2cc(NCCCO)ncn2)n1 (stereo unspecified)	?	5%[57.1 µM]	-10%	-2%	-14%	4%	-6%	-0.9
COc1ccc(/C=N/NC(=O)Cn2cnc3c2c(=O)n(C)c(=O)n3C)cc1	0	0%	0%	-8%	-6%	-3%	36%	-4.4
CCOC(=O)C1CCCN(c2c(Nc3cccc(C)c3)c(=O)c2=O)C1 (stereo unspecified)	2	2%	0%	-9%	4%	-2%	-12%	-2.3
CCC(=O)NS(=O)(=O)c1cccnc1Nc1ccc(Cl)cc1	-18	-26%[57.1 µM]	17%	-8%	11%	-17%	-19%	-2.0
COc1ccc(NC(=O)C(CC(C)C)NC(=O)C2CCC(C)CC2)c(OC)c1 (stereo unspecified)	0	1%	2%	?	0%	-15%	-5%	-3.2
Cc1ccccc1NC(=O)Cn1cnc2c1c(=O)n(C)c(=O)n2C	2	-3%	18%	0%	6%	8%	3%	-0.4
NC(=O)c1ccsc1NC(=O)COC(=O)c1ccccc1F	-54*	6%	-3%	-2%	-16%	-5%	24%	-0.5
Cc1ccc(N(CN2CCCC2=O)C(=O)c2ccc(C)c(C)c2)cc1	1	5%	0%	-2%	-8%	12%	23%	-1.2
CN(c1ccccc1)S(=O)(=O)c1cccc(NC(=O)c2ccc(Cl)c([N+](=O)[O-])c2)c1	-1	-13%	-2%	-9%	18%	5%	nt	-5.7
CC[C@]12c3[nH]c4ccc(OC)cc4c3CCN1C(=O)C(CC(=O)NCc1ccc(OC)c(OC)c1)C[C@@H]2C(=O)N1CCN(C(=O)C2CC2)CC1 (stereo partly specified)	-7	11%	-2%	?	-31%[inhibitor]	4%	4%	0.1
